# Compound activity: PubChem, The Scripps Research Institute Molecular Screening Center
# CHRM5 PAM: CHRM5 positive allosteric modulation; P08912; AID 624038; activation, % at 3 µM; actives 0.3% (n = 360,000); CHO-K1 hM5, Fluo-8 calcium, ACh EC20 PAM; 0% = ACh EC20, 100% = ACh EC100;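 active means activation above the run cutoff, the mean activation of all test compounds plus 3 SD, cut at about 18% in these data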
# Target sequence (P08912 whole entry, looked up): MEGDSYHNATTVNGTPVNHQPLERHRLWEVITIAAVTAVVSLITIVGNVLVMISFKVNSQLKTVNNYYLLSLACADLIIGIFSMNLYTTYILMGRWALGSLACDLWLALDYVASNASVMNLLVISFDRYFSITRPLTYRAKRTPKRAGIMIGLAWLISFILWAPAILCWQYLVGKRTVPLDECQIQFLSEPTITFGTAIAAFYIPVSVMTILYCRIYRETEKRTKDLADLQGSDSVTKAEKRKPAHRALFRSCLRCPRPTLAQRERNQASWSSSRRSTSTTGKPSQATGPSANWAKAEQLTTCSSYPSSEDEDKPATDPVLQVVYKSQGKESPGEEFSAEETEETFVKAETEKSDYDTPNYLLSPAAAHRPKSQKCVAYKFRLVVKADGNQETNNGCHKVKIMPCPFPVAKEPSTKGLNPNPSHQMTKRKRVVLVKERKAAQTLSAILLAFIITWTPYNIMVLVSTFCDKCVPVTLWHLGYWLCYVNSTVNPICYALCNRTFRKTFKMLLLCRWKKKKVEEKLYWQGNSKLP
#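 Replicates: One well per compound, no replicates | System: Human M5 receptor in CHO-K1 cells | Benchmarks: Low control EC20 acetylcholine (0%), high control EC100 acetylcholine (100%) | Probe or stimulus: Acetylcholine, EC20 level | Times: Fluo-8 loading 80 min at 37 °C plus 30 min room temperature | Signal: Intracellular calcium via Fluo-8 fluorescence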
# CHRM5 agonist: CHRM5 agonism in calcium assay. AID 624037. activation, % at 3 µM. P08912. actives 0.19% (n = 360,000). CHO-K1 hM5 cells, Fluo-8 calcium fluorescence; 0% DMSO wells, 100% maximal acetylcholine response;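 active means activation above the run's mean over test compounds plus 3 SD, cut at about 23% in these data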;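 further: signal is peak over basal fluorescence ratio across the kinetic read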
# M4 ag: agonists of human muscarinic M4 receptor (CHRM4) | P08173 | CHO-K1 hM4/Gqi5, Fluo-8 calcium fluorescence; vehicle 0%, full acetylcholine response 100% | activation, % at 3 µM | actives 0.14% (n = 360,000);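 active means activation above the run mean over all test wells plus 3 SD, cut at about 32% in these data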;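 further: peak over basal fluorescence ratio per well then scaled between controls; 0% = DMSO wells and 100% = acetylcholine at EC100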
# M1 ag: human M1 muscarinic receptor agonism; P11229; activation, % at 3 µM; actives 0.33% (n = 360,000); CHO-K1 hM1, Fluo-8 calcium fluorescence, agonist mode; 0% DMSO, 100% acetylcholine EC100;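 active means activation above the run's mean compound activation plus 3 SD, cut at about 16% in these data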;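 further: peak over basal fluorescence ratio within a 140 s kinetic read after compound addition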
# M4 antag: antagonists of human muscarinic M4 receptor (CHRM4) | CHO-hM4 cells, ACh EC80, Fluo-8 calcium fluorescence | inhibition, % at 3 µM | actives 0.73% (n = 360,000) | AID 624125;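 active means inhibition above its plate's cutoff, the mean inhibition of sample wells plus 3 SD, cut at about 27% in these data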;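 further: 0% = acetylcholine EC80 with DMSO and 100% = DMSO without agonist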
# CHRM5 antagonist: antagonists of human muscarinic M5 receptor (CHRM5); CHO-hM5 cells, Fluo-8 calcium fluorescence, ACh EC80; actives 0.59% (n = 360,000); P08912; inhibition, % at 3 µM;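 active means inhibition above a per-plate cutoff, the mean of that plate's test compounds plus 3 SD, cut at about 27% in these data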;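 further: 0% = acetylcholine EC80 with DMSO and 100% = DMSO without agonist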
# CHRM1 PAM: human CHRM1 positive allosteric modulation. P11229. CHO-K1 hM1, Fluo-8 calcium fluorescence, ACh EC20; 0% = ACh EC20, 100% = maximal ACh. activation, % at 3 µM. actives 0.088% (n = 360,000). AID 588819; in the data active means activation above about 19%, passing the limit was not always enough
# TAAR1 agonist: human TAAR1 agonism; Q96RJ0; CHO RD-HGA16 TAAR1, Fluo-8 calcium fluorescence; vehicle wells 0%, saturating PEA agonist 100%; activation, % at 3 µM; actives 0.99% (n = 360,000); AID 624467;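 active means activation above the mean activation of all test compounds in the run plus 3 SD, cut at about 38% in these data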
# Target sequence (Q96RJ0 whole entry, looked up): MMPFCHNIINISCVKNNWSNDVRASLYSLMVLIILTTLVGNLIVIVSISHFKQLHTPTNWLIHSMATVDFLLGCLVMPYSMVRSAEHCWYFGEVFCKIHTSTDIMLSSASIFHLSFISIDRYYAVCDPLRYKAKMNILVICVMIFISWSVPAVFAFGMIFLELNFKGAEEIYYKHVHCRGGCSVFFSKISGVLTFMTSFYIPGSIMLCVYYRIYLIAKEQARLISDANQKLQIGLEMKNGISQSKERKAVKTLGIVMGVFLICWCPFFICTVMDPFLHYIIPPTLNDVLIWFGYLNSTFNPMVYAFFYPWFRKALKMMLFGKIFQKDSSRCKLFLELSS
#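 Test system: RD-HGA16 (CHO) cells co-expressing Gα16 and hTAAR1; dosing: one-point dosing at 3 µM (nominal); timing: 17-24 h seeding, 75 min 37 °C dye, 30 min RT; signal: kinetic Fluo-8 calcium fluorescence; read-out basis: % activation relative to PEA EC100 response; controls: DMSO and PEA EC100; replicates: n 1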
# M1 antag: antagonists of human M1 muscarinic receptor. P11229. CHO-K1 hM1, Fluo-8 calcium fluorescence, ACh EC80 antagonist. inhibition, % at 3 µM. actives 1.3% (n = 360,000). AID 588852;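 active means percent inhibition above its own plate's cutoff, namely the mean of that plate's compound wells plus 3 SD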;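 further: peak over basal fluorescence ratio during 140 s after agonist addition; 0% = ACh EC80 plus DMSO and 100% = DMSO alone without agonist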
# * hit, by the source's call; . = not tested or not shown. Only part of the results is shown; count on the stated rates, not on these rows.
SMILES,CHRM5 PAM,CHRM5 agonist,M4 ag,M1 ag,M4 antag,CHRM5 antagonist,CHRM1 PAM,TAAR1 agonist,M1 antag
O=C(c1ccco1)N1CCN(c2cccc(Cl)c2)CC1,-2.3,-1.0,1.6,3.4,9.3,-0.2,8.4,3.6,-32.4
O=C(O)CCCC(=O)N1CCCC1,20.6*,1.2,1.4,-4.1,-8.4,-16.2,1.6,5.0,0.8
Cc1cccc(OCc2nc(-c3ccc(-n4cccc4)cc3)no2)c1,2.5,1.5,0.9,0.7,-27.9,0.8,12.0,-0.8,-18.8
CN1OC[C@@H]2CN(Cc3ccccc3)[C@H](c3cccc(-c4ccccc4)c3)C[C@@H]21,5.0,0.3,-1.2,-5.8,-12.4,-4.2,6.6,0.3,-14.7
CCC1CCCCN1CCCNC(=O)CNC(=O)c1nn(-c2ccc(OC)c(Cl)c2)c(=O)c2ccccc12 (stereo unspecified),-2.4,-7.2,2.5,-12.8,37.2*,10.0,-30.4,0.0,48.8*
Cc1nnc(N/N=C/C2CC=CCC2)[nH]c1=O (stereo unspecified),-5.5,0.8,0.5,-5.1,-2.6,-1.5,9.6,1.3,-13.1
O=C(NCc1ccccn1)C(=O)Nc1cccc2ccccc12,-2.5,-1.7,-0.1,-0.8,10.9,5.5,-2.9,1.4,15.9
Cc1ccc(S(=O)(=O)NCCC(=O)NCCCSc2ccccc2)cc1,-0.7,-0.2,7.8,1.0,-18.2,-1.6,11.5,-3.2,-9.3
CC(C)[C@H](NC(=O)N1CCn2c1nc1ccccc12)C(=O)NCc1ccc2c(c1)OCO2,-8.0,-4.4,5.4,-2.2,0.1,13.7,1.6,3.6,-5.7
COc1ccccc1N1CCN(C2CCCN(C(=O)CN3CCCCC3=O)C2)CC1 (stereo unspecified),2.0,-3.8,0.2,-5.8,-1.1,4.4,6.6,2.5,-5.8
Nc1cccc2[nH]c(=O)c3ccccc3c12,-0.8,1.8,0.6,-1.9,-1.6,1.0,4.0,2.8,-10.8
Nc1cc(Cl)nnc1Cl,0.8,1.3,0.5,-2.2,0.8,-3.9,3.1,-0.9,-10.2
O=C(COC(=O)c1ccccc1NC(=O)c1ccccc1)c1ccc([N+](=O)[O-])cc1,7.6,-3.7,0.4,-2.3,-15.5,-8.2,4.0,11.3,-0.2
CN(CC(=O)Nc1ccc(C#N)cc1)Cc1ccc(Cl)cc1,-12.0,-1.0,2.9,-5.5,7.6,13.6,-8.7,3.7,13.3
O=C(CN(C(=O)CNC(=O)c1cccs1)c1ccccc1F)NC1CCCC1,-1.9,-1.3,2.2,-0.9,-2.3,-2.9,6.0,25.7,-8.8
O=C(Cc1ccccc1[N+](=O)[O-])NCc1ccccc1Cl,2.8,-4.3,-1.0,-7.5,5.7,-3.7,1.6,4.7,-0.9
COc1ccc(CNC(=O)C(=O)NCC2CCCN2S(=O)(=O)c2cccs2)cc1 (stereo unspecified),-0.3,2.3,2.8,-4.5,-16.1,6.9,10.4,0.1,-16.6
COc1ccc(OC)c2[nH]c(=O)c(CCNC(=O)c3ccc(Br)o3)cc12,-8.2,3.6,6.8,-2.7,7.2,7.3,-2.5,11.8,-22.6
O=C(CSc1nncs1)Nc1ccc2c(c1)OCO2,-0.7,-2.6,1.3,-4.8,-8.6,-7.2,-1.9,5.8,4.0
CN(C)S(=O)(=O)c1cccc(C(=O)Nc2ccccc2N2CCCCC2)c1,-0.6,-3.5,-0.2,-5.2,-3.1,12.9,2.8,5.4,-4.7
COc1ccc(C2N=C(N)N=C(N)N2c2ccccc2OC)cc1OC (stereo unspecified),-0.8,-11.0,-0.8,0.4,-0.7,-1.9,8.7,10.4,-12.7
CSc1nnc(-c2cc3c(-c4ccccc4)nn(C)c3s2)n1C,-1.7,0.1,1.1,-3.7,-0.7,5.9,5.7,2.1,-0.9
Cc1ccc2c(c1)N(C(=O)CCC(=O)NCCCN1CCOCC1)CCO2,-4.0,0.8,0.6,-6.0,-5.3,3.5,-0.5,1.6,-2.7
COc1ccc(Cl)cc1NC(=O)N1CCN(S(C)(=O)=O)CC1,-5.5,0.5,1.2,-3.2,-3.1,-0.4,1.1,7.5,-0.3
O=C(c1ccc(CS(=O)c2ccccc2Cl)o1)N1CCN(c2ccccn2)CC1 (stereo unspecified),-8.2,2.2,18.0,1.2,-19.1,2.2,-8.9,9.4,7.6
CC(C)(C)C1CCc2onc(C(=O)Nc3cccnc3)c2C1 (stereo unspecified),2.8,0.5,0.4,-6.5,-2.3,-4.7,7.2,8.8,-10.5
CCOC(=O)C1=C(CP(=O)(c2ccccc2)c2ccccc2)NC(=O)NC1c1ccc(Cl)cc1 (stereo unspecified),2.8,-1.4,-1.1,-5.5,-5.1,-2.6,5.4,1.5,-1.1
CCN(CC)CCNC(=O)C(C)c1nn(CC)c(=O)c2ccccc12 (stereo unspecified),-3.9,-6.2,-0.5,-12.5,2.8,4.1,-21.7,.,27.2
CC(Oc1ccc(Cl)cc1Cl)C(=O)NNC(=O)c1cccnc1 (stereo unspecified),3.5,-2.3,1.5,-1.2,4.3,-3.9,4.6,-0.1,-5.7
CCCCN(CC)CCNC(=S)Nc1ccc2nc(N3CCN(C)CC3)cc(C)c2c1,0.2,-2.7,1.0,-8.5,1.0,-0.4,2.6,1.8,-9.1
CC(=O)Nc1ccc(S(=O)(=O)N2CCCC(C(=O)O)C2)cc1 (stereo unspecified),3.1,-3.2,1.2,-3.4,8.2,-3.4,-3.9,0.7,-2.7
CCOC(=O)/C(C(N)=NCC(C)C)=C(/O)c1ccccc1,-5.2,-4.8,2.0,-3.2,-6.9,8.6,13.3,16.1,-17.0
O=C1OC(Nc2ccc(Br)cc2F)c2ccccc21 (stereo unspecified),3.7,2.0,0.3,-0.2,6.9,-3.8,2.8,5.3,4.9
CN1CCN(C(=O)c2ccc3c(c2)N(Cc2cccc(Cl)c2)C(=O)c2ccccc2S3(=O)=O)CC1,1.1,-4.1,1.3,-3.6,-8.6,-4.0,5.3,4.2,-6.5
Cc1cc(NS(=O)(=O)c2ccc(NC(=O)/C=C/c3c(F)cccc3Cl)cc2)no1,1.5,-3.8,-0.3,-6.2,-1.1,-1.8,9.0,-1.4,-17.5
COc1ccccc1/C=N/NC(=O)c1ccc(Cn2nc([N+](=O)[O-])cc2C)cc1,-9.7,0.3,16.8,-2.4,-6.7,-1.4,-8.3,10.6,6.2
O=C(Nc1cccc(S(=O)(=O)N2CCOCC2)c1)c1ccccc1[N+](=O)[O-],-1.4,1.0,1.7,-0.5,-4.9,5.0,4.5,0.5,2.0
O=C(COc1ccccc1Cl)N1N=C(c2cccs2)CC1c1ccco1 (stereo unspecified),0.5,-5.1,0.2,-8.2,-9.3,2.2,5.3,1.1,-8.6
Cc1ccc(F)cc1C(=O)N1CCC1(C)C(=O)O (stereo unspecified),1.6,1.4,-0.1,0.5,-8.6,4.8,9.4,0.3,6.7
COc1ccc(C(CNC(=O)c2cc3c(s2)CCC(C)C3)N2CCOCC2)cc1 (stereo unspecified),10.4,-5.7,0.7,-5.4,4.1,-6.6,8.3,-1.8,-11.5
Cc1ccc2nc(-c3ccccn3)cc(C(=O)N3CCN(c4ncccn4)CC3)c2c1,-9.6,2.1,8.4,-1.9,-7.0,0.5,-1.9,16.8,-7.9
CCOC(=O)c1ccc(S(=O)(=O)N2CCN(C(=O)c3ccccn3)CC2)cc1,-12.9,-0.8,3.0,-2.8,9.2,17.3,0.2,0.6,14.9
CC(=O)Nc1nnc(-c2ccc3c(c2)CCCC3)o1,-3.2,1.5,0.3,-2.2,-1.6,5.0,13.1,-0.7,-15.9
Cc1c(C)c2c(OCC(=O)Nc3cccnc3)cc3c(c2oc1=O)CCC(C)(C)O3,-3.2,2.2,1.1,-1.9,-7.1,2.3,1.6,0.8,-6.1
CCn1nc(C(=O)NCC(c2cccs2)N2CCOCC2)c2ccccc2c1=O (stereo unspecified),-4.5,-6.2,4.9,-2.1,3.5,20.8,1.2,0.7,8.9
CC(C)(C)S(=O)(=O)N1Cc2ccc(CO)cc2[C@H]1CCO,1.9,0.3,0.2,0.1,-7.4,-8.0,6.3,0.8,-3.6
O=[N+]([O-])c1ccc(NN=Cc2ccc(O)cc2)nc1,-5.1,6.2,5.4,2.5,3.3,5.6,4.8,25.8,-1.6
CCOc1cc(/C=N/NC(=O)c2cccnc2)ccc1OCc1ccc(C(=O)OC)o1,-7.8,1.4,8.1,-3.0,-4.2,13.3,5.3,9.9,-5.2
CC1CCN(C(=O)C2CCCN2S(=O)(=O)c2ccc(Cl)cc2)CC1 (stereo unspecified),11.3,-1.9,1.9,-1.6,-5.1,-8.6,12.3,1.5,-20.3
Nc1nonc1-n1nncc1-c1ccccc1,0.5,-4.2,0.4,-3.8,-7.7,0.1,0.8,8.5,-15.5

# Next part (two carried over from the part before).
SMILES,CHRM5 PAM,CHRM5 agonist,M4 ag,M1 ag,M4 antag,CHRM5 antagonist,CHRM1 PAM,TAAR1 agonist,M1 antag
CC1CCN(C(=O)C2CCCN2S(=O)(=O)c2ccc(Cl)cc2)CC1 (stereo unspecified),11.3,-1.9,1.9,-1.6,-5.1,-8.6,12.3,1.5,-20.3
Nc1nonc1-n1nncc1-c1ccccc1,0.5,-4.2,0.4,-3.8,-7.7,0.1,0.8,8.5,-15.5
COc1ccc(C2/C(=C(\O)c3ccc4c(c3)OCCO4)C(=O)C(=O)N2CCCN(C)C)c(OC)c1 (stereo unspecified),3.7,-0.2,0.4,-1.2,6.6,-3.0,10.4,5.0,-43.5
CC(C)CC(=O)N1CCN(S(=O)(=O)c2ccccc2)CC1,2.8,-1.6,-0.1,-4.6,4.1,-6.9,8.3,13.2,-7.5
Cc1ccc(S(=O)(=O)N(C)c2ccc(C(=O)Nc3c(C)n(C)n(-c4ccccc4)c3=O)cc2)cc1,1.3,-1.1,2.9,-5.7,-4.7,4.3,6.8,16.3,-4.2
CCCN(C(=O)Cc1csc(-c2ccccc2)n1)C1CCS(=O)(=O)C1 (stereo unspecified),-2.3,0.5,2.2,-1.9,-5.1,4.4,0.4,0.1,7.2
CCn1c(SCC(=O)Nc2sc(C)c(C)c2C#N)nnc1C(C)C,-5.9,-5.5,1.4,-2.9,-9.7,-1.8,7.9,11.1,-34.6
O=C(C1CCCCC1)N1C[C@H](O)[C@@H](n2cc(C3CC3)nn2)C[C@@H]1c1ccccc1,5.0,0.5,0.3,-2.0,-8.6,2.0,5.3,3.9,-5.8
CCC(C)(C)NC(=O)c1cc(S(=O)(=O)N2CCc3ccccc32)cn1C,-3.8,2.9,2.9,2.8,8.1,8.6,7.8,-0.2,2.3
COc1cccc2[nH]c3c(N4CCCC(C)C4)ncnc3c12 (stereo unspecified),-7.1,-1.8,3.3,-5.9,5.0,10.8,2.2,4.2,-3.9
